# NADH coupling: inhibitors of enzymes used to reach an NAD/NADH endpoint | coupled PK/LDH NADH assays, four targets | IC50, µM (titrated, usually from 10 µM), for the others: at the top dose inhibition | 65,000 tested, 0.02% active | AID 774;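 active = single-dose screening hits from any of four coupled enzyme assays that gave an IC50 when retested across doses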;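 also: the DPM-DC format reads NADH fluorescence rather than 340 nm absorbance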
# Her2 expr inh: inhibitors of human Her2 kinase expression. HER2 level % of control, % at 10 µM. 65,000 tested, 0.69% active. SKBR-3 HER2 protein level, AlphaScreen, 18-24 h; active compounds read low;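 active = HER2 level under 5% of the carrier-only control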;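 also: 100% = DMSO carrier and 0% = 500 nM PU-H71 HSP90 inhibitor; lower value means stronger loss of Her2 protein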
# Hsp90 inh: displaces geldanamycin probe from tumor Hsp90 | P07900 | NCI-N417 lysate Hsp90, Cy3B-geldanamycin FP displacement | inhibition, % at 30 µM | 64,000 tested, 0.35% active;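 active = inhibition above 50%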;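 also: 0% = tracer plus lysate wells and 100% = tracer alone without lysate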
# HTR1A agonist: 5-HT1a (human) receptor agonism | 65,000 tested, 0.56% active | activation, % at 10 µM | CHO 5-HT1a Ga15 NFAT-bla reporter, FRET ratio; 0% basal, 100% maximal reference agonist;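 active = activation above the screen-wide mean activation plus 3 SD, cut at about 19% in these data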;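 also: 0% = DMSO wells and 100% = 5-CT at EC100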
# M1 agonist: agonists of M1 muscarinic receptor; CHO-M1 cells, Fluo-4 calcium fluorescence, agonist mode; active compounds read high; B-score at 10 µM; 64,000 tested, 3% active;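 active = fluorescence rise, raw or as B-score row- and column-corrected plate score, outside the 99.7% band of its plate's samples, either direction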
# M1 antagonist: blocks the rat M1 muscarinic receptor response to acetylcholine; P08482; 64,000 tested, 3.4% active; B-score at 10 µM; CHO-M1 cells, Fluo-4 calcium, ACh EC80 antagonist mode; active compounds read low;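 active = calcium fluorescence response, raw or row-and-column corrected B-score, differing from the plate sample mean either way at a set confidence level, mostly lower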
# Target sequence (P08482 whole entry, looked up): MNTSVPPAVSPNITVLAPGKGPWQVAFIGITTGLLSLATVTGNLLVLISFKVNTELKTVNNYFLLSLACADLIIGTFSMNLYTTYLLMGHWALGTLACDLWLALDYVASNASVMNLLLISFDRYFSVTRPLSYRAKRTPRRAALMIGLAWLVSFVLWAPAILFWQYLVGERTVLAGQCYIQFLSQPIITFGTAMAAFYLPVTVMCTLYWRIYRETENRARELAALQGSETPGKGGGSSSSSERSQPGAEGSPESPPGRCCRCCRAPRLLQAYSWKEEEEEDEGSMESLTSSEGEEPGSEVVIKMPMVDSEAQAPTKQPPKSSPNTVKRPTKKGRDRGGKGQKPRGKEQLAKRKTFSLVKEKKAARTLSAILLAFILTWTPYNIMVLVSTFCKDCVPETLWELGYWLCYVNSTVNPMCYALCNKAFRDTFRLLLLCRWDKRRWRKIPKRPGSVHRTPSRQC
# E coli RNAP: Escherichia coli RNA polymerase inhibition; P0A8V2; E. coli RNA polymerase, fluorescence transcription assay; inhibition, %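 (tested at 10 µM)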; 62,000 tested, 0.2% active; in the data active = inhibition above about 20%;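 also: 0% = enzyme without compound and 100% = no enzyme blank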
# Autofluor 339: intrinsic fluorescence of library compounds, ex339/em460 – biochemical, MLSMR library, data from DPM-DC assay, artefact control, profiling panel | fluorescence fold increase at 10 µM | 65,000 tested, 5.5% active | compound autofluorescence, ex339/em460 nm, NADH buffer; active compounds read high; 1 = no-compound wells, NADH background;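 active = at 10 µM, mean starting fluorescence two-fold or more over control wells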;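 also: signal is the first read of a kinetic run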
# D1 mod: allosterically modulates the human D1 dopamine receptor. P21728. 58,000 tested, 5.9% active. B-score at 10 µM. HEK293 D1, CRE-luciferase, dopamine EC30 potentiation; actives deviate in either direction. AID 641;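 active = luminescence count or its row- and column-corrected plate score outside the 99.7% band of the plate's sample wells, on either side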
# Target sequence (P21728 whole entry, looked up): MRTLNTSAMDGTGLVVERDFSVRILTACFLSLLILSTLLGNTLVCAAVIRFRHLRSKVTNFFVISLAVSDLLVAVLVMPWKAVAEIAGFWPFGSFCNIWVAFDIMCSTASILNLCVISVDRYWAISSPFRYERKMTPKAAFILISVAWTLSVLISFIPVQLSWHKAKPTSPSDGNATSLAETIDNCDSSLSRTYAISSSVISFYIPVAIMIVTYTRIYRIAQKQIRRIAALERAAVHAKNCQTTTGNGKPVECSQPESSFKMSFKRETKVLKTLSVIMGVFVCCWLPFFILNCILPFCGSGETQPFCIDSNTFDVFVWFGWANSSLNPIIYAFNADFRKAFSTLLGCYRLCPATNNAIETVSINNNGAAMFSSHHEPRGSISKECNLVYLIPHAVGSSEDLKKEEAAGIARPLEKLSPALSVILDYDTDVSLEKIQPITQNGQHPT
# * marks the source's active call; other numbers are inactive results; . = no result given; [ ] = dose if it differs, or a comment.
SMILES,NADH coupling,Her2 expr inh,Hsp90 inh,HTR1A agonist,M1 agonist,M1 antagonist,E coli RNAP,Autofluor 339,D1 mod
CCCOCCOC(=O)C1=C(C)NC(=O)NC1c1cc(Cl)c(O)c(OC)c1 (centres undefined),2%,85,-3,-2.2,0.34,1,0,1.1,-0.19
Cn1c2c(c(=O)n(C)c1=O)C1c3ccccc3OCC1C(C)(C)O2 (centres undefined),9%,99,-2,0.5,-0.33,-0.017,12,1.2,.
N#CC1=C(N)Oc2cc3c(cc2C1c1ccc(Cl)cc1)OCO3 (centres undefined),3%,106,-2,0.2,0.21,0.68,14,1.1,-1.8
O=C(CSc1nc2c(sc3ccccc32)c(=O)n1CCO)NCC1CCCO1 (centres undefined),10%,103,-1,-1.2,.,.,-1,1.2,.
CCc1ccccc1NC(=O)CSC1=C(C#N)C(c2ccc(O)c(OC)c2)C2=C(CCCC2=O)N1 (centres undefined),4%,85,0,-1.4,-0.0052,1.2,13,1,1.4
CCOc1ccc(CNC(=O)C(CC)n2nc(C)n3c(cc4occc43)c2=O)cc1OC (centres undefined),6%,122,-3,-2.1,-0.26,-0.5,3,1.1,.
CS(=O)(=O)N(CCc1ccccc1)CC(=O)NCc1cccnc1,7%,95,-2,-0.2,-0.38,0.52,7,1,0.024
CCOC(=O)c1nnn(-c2nonc2N)c1CN1CCCCCC1,8%,87,-4,-2.1,-0.058,0.083,.,1.1,-0.96
CC(C)CSc1nc2c(c(=O)[nH]c(=O)n2C)n1CC(O)COc1cccc2ccccc12 (centres undefined),1%,99,0,4.6,0.6,0.33,1,1.1,0.53
O=C(NC1CS(=O)(=O)CC1NCc1ccco1)c1ccccc1 (centres undefined),5%,98,-3,1.1,0.44,-0.54,0,1.1,1
N#Cc1cn(CC(=O)NCCc2c[nH]c3ccccc23)c2ccccc12,7%,83,-5,-2.6,-0.55,-0.51,3,1.2,.
CC(C)OC(=O)CSc1nc(N)c(C#N)c(-c2cccs2)c1C#N,0%,85,-5,0.1,-0.02,0.82,.,1.2,0.57
O=C(NC1CCCc2ccccc21)C1CCC(CNc2c(N3CCOCC3)c(=O)c2=O)CC1 (centres undefined),7%,83,1,-4.9,0.98,-0.37,6,1.1,0.19
O=C(C1CCN(S(=O)(=O)c2cnc[nH]2)CC1)N1CCN(Cc2ccc3c(c2)OCO3)CC1,8%,181,-1,-3.0,-0.51,0.2,1,1.1,-0.02
CCS(=O)(=O)n1nc(-c2ccccc2)cc1N,5%,84,4,0.3,0.18,-0.3,-2,1.1,0.6
O=C1c2ccccc2NC(c2cccc(F)c2)N1Cc1ccco1 (centres undefined),5%[fluoresces],141,-5,-4.5,0.18,-1.3,1,3*,.
CCOC(=O)c1cnc(N2CCOCC2)[nH]c1=O,5%,102,0,-1.7,0.98,0.092,6,1.1,-0.25
COc1ccc2c(-c3cccnc3)cc(=O)[nH]c2c1,6%,113,-1,-2.2,0.58,-0.24,11,2.1*,2.4
C=CCc1cc(/C=N/n2cnnc2)cc(OCC)c1O,4%,73,-3,0.9,1,-0.93,10,1.1,0.0021
Cc1ccc(CN2CCN(C(=O)C3CCCO3)CC2)cc1 (centres undefined),2%,87,-14,-2.8,-1.9,-1.6,-2,1.1,-0.23
CCSCCOC(=O)C1=C(C)NC(=O)NC1c1cccc(OC)c1OC (centres undefined),7%,111,-1,-1.5,-3,0.041,12,1.1,0.3
CCOC(=O)c1cnc(Nc2nc3ccccc3o2)nc1CSc1ncccn1,7%,108,3,0.5,0.82,0.039,9,1.1,0.03
Nn1c(SCC(=O)Nc2cccc(F)c2)nnc1C1CCCCC1,5%,101,-2,-5.2,0.018,-0.63,2,1.1,0.014
CCC(C)n1cnc2c(c1=O)c1nc3ccccc3nc1n2Cc1ccc2c(c1)OCO2 (centres undefined),7%,53,-2,3.2,0.25,-0.51,0,1.2,9.8*

# Single values from the list.
# Reading of `CCS(=O)(=O)n1nc(-c2ccccc2)cc1N` under D1 mod: 0.6
# Reading of `O=C1c2ccccc2NC(c2cccc(F)c2)N1Cc1ccco1` (centres undefined) under M1 agonist: 0.18

# New compounds follow
SMILES,NADH coupling,Her2 expr inh,Hsp90 inh,HTR1A agonist,M1 agonist,M1 antagonist,E coli RNAP,Autofluor 339,D1 mod
CCn1cc(Br)c(C(=O)N2CCN(c3ccccc3)CC2)n1,1%,102,-3,-0.7,-0.47,0.092,4,1.1,-0.033
CCOC(=O)c1c(C)c(C(=O)NCCN2CCOCC2)c(C)n1CC,1%,110,-6,-0.8,-0.64,0.099,2,1.1,.
CCOCc1nnc(NC(=O)CSc2ccccc2)s1,4%,79,-8,-1.2,-0.35,0.3,-10,1.1,0.081
COc1cccc(NS(=O)(=O)c2ccc3[nH]cc(C(=O)NCCN4CCOCC4)c(=O)c3c2)c1,8%,103,-3,-0.9,-0.0029,0.21,-3,1.4,-0.47
Cc1nn(-c2ccccc2)c(-c2ccccc2)c1C(=O)O,6%,95,.,.,-0.087,-0.41,6,0.91,3.5
Nn1c(SCC(=O)NC2CCCCC2)nnc1-c1ccc(Cl)cc1,3%,135,1,-2.6,1.5,-0.5,0,1.1,-1.1
CCCCc1ccc(-c2ccc(C)cc2O)nc1,5%,87,1,-0.7,-1.2,1.2,-3,1,-5.3*
COc1cccc(C2NC(=O)NC(C)=C2C(=O)OCCSC)c1OC (centres undefined),3%,100,-2,1.7,0.56,0.56,6,1.1,-0.0041
Cc1c(NC(=O)CSc2nnnn2Cc2ccccc2)c(=O)n(-c2ccccc2)n1C,0%,80,-4,-0.9,-0.22,-0.31,6,1.1,-1.8
COc1ccc(OC)c(N(CC(=O)NCc2cccnc2)S(C)(=O)=O)c1,4%,94,-1,-1.3,0,0.24,9,1.1,-0.29
CCn1c(SCC(=O)Nc2ccc3c(c2)OCCO3)nnc1-c1ccco1,2%,105,-2,3.1,-1.5,0.028,4,1.2,-0.089
Cc1nn(C(C)(C)C)c(OC(=O)c2cccs2)c1S(=O)(=O)c1ccccc1,4%,125,-1,-0.3,-1.1,0.19,6,1.1,-1.4

# Of the compounds above, two contain fluorine:
SMILES,NADH coupling,Her2 expr inh,Hsp90 inh,HTR1A agonist,M1 agonist,M1 antagonist,E coli RNAP,Autofluor 339,D1 mod
O=C1c2ccccc2NC(c2cccc(F)c2)N1Cc1ccco1 (centres undefined),5%[fluoresces],141,-5,-4.5,0.18,-1.3,1,3*,.
Nn1c(SCC(=O)Nc2cccc(F)c2)nnc1C1CCCCC1,5%,101,-2,-5.2,0.018,-0.63,2,1.1,0.014

# New compounds follow
SMILES,NADH coupling,Her2 expr inh,Hsp90 inh,HTR1A agonist,M1 agonist,M1 antagonist,E coli RNAP,Autofluor 339,D1 mod
CC(C)Cn1c(SCc2nnc(-c3cccs3)o2)nc(O)cc1=O,6%,72,1,-1.3,-0.34,1.2,10,0.99,-0.41
O=C(O)CC(Cn1cnnn1)c1ccccc1 (centres undefined),4%,86,-4,-1.7,0.27,-0.74,0,1.1,.
OC1C=CSc2nc3ccccc3n21 (centres undefined),3%,52,-6,0.1,-0.19,-0.078,5,1,0.54
CCn1cc(C(=O)N2CCN(C(=O)c3ccco3)CC2)c2cc(OC)c(OC)cc2c1=O,2%,101,1,-1.6,0.019,-2.1,2,1.1,-0.44
COc1ccc(NS(=O)(=O)c2ccc(OC)c(OC)c2)cc1OC,8%,86,-7,-0.2,.,.,5,1.1,2.5
N#Cc1nc(COc2ccc(Br)cc2)oc1NCCCn1ccnc1,4%,125,0,-4.4,-0.43,0.11,4,1.1,0.4
O=C(NCCc1ccccc1)c1cccnc1N1CCCCCC1,4%,112,-2,-1.6,0.9,-0.31,7,1.1,0.42
Cc1cccc(C)c1OCC(O)CNS(=O)(=O)c1ccccc1C(=O)N1CCOCC1 (centres undefined),2%,102,-3,-1.6,2.5,-0.33,4,0.01,.
CC1CCc2nn(CC(=O)NCCN3CCOCC3)cc2C1 (centres undefined),2%,91,1,-2.2,0.073,0.44,4,1.1,-1.1
O=C(CSc1nnc(SCc2ccc(Cl)cc2)s1)N1CCOCC1,4%,112,-2,0.5,-0.022,0.54,5,1.1,-0.024
O=C(Cn1cnc2c(nnn2-c2ccccc2)c1=O)NCC1CCCO1 (centres undefined),2%,86,-3,-0.8,1.4,-0.29,5,1.1,-1.2
CCCc1cc(=O)[nH]c(SCc2ccccc2)n1,1%,91,3,-1.0,0.64,-1.2,-5,1.1,1.1
CCc1cc(/C(Cc2ccc3ccccc3n2)=N\O)c(O)cc1O,20%,61,1,-0.3,1.5,0.43,7,0.48,.
Clc1ccc(CSc2nnc(-c3ccncc3)o2)cc1,7%,43,0,0.7,0.72,-0.03,-10,1.1,-0.11
CCCn1cnc2c(c1=O)c1nc3ccccc3nc1n2CCc1ccccc1,6%[fluoresces],117,0,-3.0,0.28,0.42,2,4*,-0.67
COc1ccc2[nH]c(=S)[nH]c2c1,4%,106,-1,-3.6,0.096,0.17,7,1.1,.
CN(Cc1ccncc1)C1CC(=O)N(c2ccc(Cl)cc2)C1=O (centres undefined),8%,42,-1,-1.9,0.029,0.03,.,1.1,0.17
COCCCN1C(=O)C(O)=C(C(C)=O)C1c1ccccn1 (centres undefined),3%,95,-2,-2.6,0.32,0.36,9,1.1,-0.45
CCOC(=O)CSc1nc(N)nc(C)c1Br,4%,89,-5,0.9,0.019,-0.092,2,1.1,1.8
Cc1nnc(SCc2cc(=O)n3[nH]cnc3n2)s1,8%,110,-5,-1.6,0.034,-0.5,.,1.1,-0.079
CCn1c(SCC(=O)Nc2nnc(C)s2)nc2c(c1=O)SC(C)C2 (centres undefined),4%,73,-2,1.9,0.18,0.059,0,1.1,2.1
Cc1ccc(-c2ccc(S(=O)(=O)N3CCN(C)CC3)cc2)cc1,7%,113,-2,0.1,0.37,-0.26,5,1.1,-1.4
O=C(c1ccc2c(c1)OCCCO2)c1cccs1,8%,111,-4,-0.3,-0.25,-0.29,6,1.1,-1.2
COCCNC(=O)c1c[nH]c2cc(OC)c(OC)cc2c1=O,20%,86,1,-1.8,0.85,0.085,6,1.3,2
Cc1cc(C)c2nc(N3CCCC(C(=O)NCCN4CCOCC4)C3)sc2c1 (centres undefined),9%,115,-2,0.6,0.73,1,2,1,-0.92
Cc1nc(SCC(=O)N2CCOCC2)c2ccsc2n1,6%,106,-4,-0.8,-0.094,-0.26,5,1,.
Cn1c(C(=O)O)c(CC(=O)Nc2ccccc2F)c2ccccc21,6%,75,-2,-0.3,0.27,-0.16,0,1.1,-0.64
CCC(C)N(CCNC(=O)CC1Oc2ccc(C)cc2NC1=O)C1CCCCC1 (centres undefined),2%,101,0,-1.2,-1.3,-8.8*,-5,1.1,-0.14
COC(=O)C1CCN(C(=O)c2ccc(SC)cc2OC)CC1,6%,147,-3,-0.2,-1,0.065,13,1.1,-0.35
COC(=O)C1=CN(CC2CCCO2)C=C(C(=O)OC)C1c1ccsc1 (centres undefined),9%[fluoresces],103,3,8.9,0.46,-1.5,-20,2.1*,-0.58
C=CCOc1ccc2c(c1)c(S(=O)(=O)c1ccc(C)cc1)cn2COC,5%,102,0,-2.8,1.7,1.1,3,1.1,.
Cc1cc(C)n(-c2nc3c(c(=O)[nH]c(=O)n3C)n2CC(O)c2ccccc2)n1 (centres undefined),8%,90,-1,-4.5,0.051,-0.14,.,1.1,.
C=CCn1c(SCC(=O)N(CC)CC)nc(O)cc1=O,3%,99,-2,-1.9,-0.43,-0.25,-5,1.1,0.46
Cc1cc(C)n(CC2CC(=O)N(c3ccc(C)c(Cl)c3)C2=O)n1 (centres undefined),3%,159,-3,3.4,0.44,-0.033,-7,1.1,.
COc1cc(C(=O)NCCc2cn3ccc(C)cc3n2)cc(OC)c1OC,1%,97,-1,-0.3,-0.95,-0.61,8,1.1,-0.012
CCOc1ccccc1OCCCC(=O)N1CCN(S(=O)(=O)c2cccc(F)c2)CC1,12%,108,-4,-3.0,-0.95,-1.1,1,1.1,-0.38
CCN(C(=O)c1cc2cc(OC)ccc2oc1=O)c1ccccc1,7%,108,-4,-1.5,-0.56,0.4,4,1.4,0.25

# Source: PubChem BioAssay (several laboratories)
